NALP3 yeast inh: inhibitors of NALP3 inflammasome in yeast | Yeast reconstituted NLRP3/ASC/caspase-1, beta-gal luminescence, 24 h | inhibition, % at 10 µM | 330,000 tested, 0.39% active;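 active = inhibition of 50% or more; inactive = inhibition below 50%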;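 also: plate controls were induced DMSO wells for no effect and uninduced yeast grown without galactose for full effect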
UPR XBP1 act: adaptive UPR (XBP1) activation. activation, % at 20 µM. CHO-XBP1 luciferase reporter, IRE1-XBP1 UPR activation, luminescence; percent of tunicamycin response, DMSO as zero. 330,000 tested, 0.33% active;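 active = versus positive control, 20 µM dose yields 30% or more activation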;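 also: 100% = tunicamycin at 10 µg/mL and 0% = DMSO only wells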
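Assay system: IRE1-XBP1 luciferase reporter CHO line. Input: 1000 cells/well. Buffer or medium: F12 with 10% serum. Doses: 20 µM, 1% DMSO. Times: overnight seeding at 37 °C, 6 h compound treatment at 37 °C. Technique: Steady-Glo luciferase glow luminescence, 10 min after reagent addition.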
NR3A LBD binder: modulates the human NR3A ligand-binding domain | 340,000 tested, 2.5% active | Tm shift relative to glycine control, % at 25 µM | NR3A LBD differential scanning fluorimetry, Tm shift; 0% = protein alone, 100% = glycine-bound protein;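 active = melting temperature shift of at least 10% of the positive control shift, at one fixed dose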
CHOP UPR activ: activators of apoptotic arm of unfolded protein response (CHOP); 330,000 tested, 0.34% active; AID 449763; activation, % at 10 µM; CHO-CHOP luciferase reporter, UPR activation, luminescence; percent of tunicamycin response over DMSO baseline;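 active = at 10 µM dose, activation of 40% or more, normalized to positive control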;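 also: 100% = tunicamycin at 10 µg/mL and 0% = DMSO alone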
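System: CHO CHOP reporter cells. Amount: 500 cells per well. Buffer or medium: F12 medium, 10% FBS. Compound dosing: one dose, 10 µM in 0.5% DMSO. Incubation: 6 h compound exposure at 37 °C after overnight seeding. Technique: Steady-Glo luciferase luminescence. Benchmarks: tunicamycin and DMSO controls.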
tim10-1 inh: growth inhibitors of tim10-1 mutant yeast; S. cerevisiae tim10-1 ts strain growth, BacTiter-Glo, 24 h; inhibition, % at 20 µM; 330,000 tested, 2.2% active; AID 463190;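 active = inhibition of at least 40%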;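 also: mutant grown at 25 °C; 0% = DMSO wells with yeast and 100% = wells holding no yeast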
Mdm2-MdmX inh: human Mdm2/MdmX binding inhibition; SaOS-2 split-luciferase Mdm2/MdmX complementation, luminescence; 330,000 tested, 3% active; O15151+Q00987; inhibition, % at 8 µM;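 active = inhibition of at least 50% at 8 µM in the primary screen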
TIM10 inh: inhibits growth of TIM10 yeast strain. S. cerevisiae TIM10 strain growth, BacTiter-Glo luminescence, 24 h. inhibition, % at 10 µM. 330,000 tested, 1.4% active. AID 463195;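 active = inhibition of 40% or more at the single tested concentration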;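 also: wild-type TIM10 isogenic control strain grown at permissive 25 °C; 0% = DMSO yeast wells and 100% = minimal medium wells without yeast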
APJ agonist: agonists of human APJ apelin receptor | P35414 | CHO-K1 APJ PathHunter beta-arrestin, luminescence; 0% DMSO wells, 100% apelin | activation, % at 20 µM | 330,000 tested, 0.11% active;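 active = activation more than six SD over the plate average, tested at 20 µM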;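 also: 0% = DMSO alone and 100% = apelin-13 at 10 nM; some results filed as inactive read as strong as hits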
Target sequence (P35414 whole entry, looked up): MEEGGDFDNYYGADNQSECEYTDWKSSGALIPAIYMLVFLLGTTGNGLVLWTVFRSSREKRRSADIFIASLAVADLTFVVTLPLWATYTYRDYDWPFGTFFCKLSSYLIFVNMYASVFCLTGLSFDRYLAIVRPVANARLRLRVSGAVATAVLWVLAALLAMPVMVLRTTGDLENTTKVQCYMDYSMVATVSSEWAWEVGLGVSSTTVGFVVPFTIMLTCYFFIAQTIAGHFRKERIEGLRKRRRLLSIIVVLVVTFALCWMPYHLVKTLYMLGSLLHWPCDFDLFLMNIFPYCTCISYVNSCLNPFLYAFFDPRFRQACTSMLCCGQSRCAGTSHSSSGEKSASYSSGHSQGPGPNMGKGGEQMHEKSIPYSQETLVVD
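Test system – PathHunter CHO-K1 APJ (AGTRL-1) beta-arrestin reporter cells · Input – 1000 cells/well · Compound – single test compound dose, 20 µM final, 1% DMSO · Times – compound stimulation 90 min at 25 °C, detection 60 min · Technique – beta-gal luminescence · Read-out basis – APJ–arrestin association signal · Control set – negative DMSO alone, positive Apelin-13 at 10 nM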
tim23-1 inh: inhibits growth of tim23-1 mutant yeast; S. cerevisiae tim23-1 growth, BacTiter-Glo luminescence, 24 h; inhibition, % at 20 µM; 330,000 tested, 1.3% active;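 active = growth inhibition of the mutant yeast at or above 50%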;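 also: temperature-sensitive mutant grown at 25 °C; plate controls were DMSO-treated mutant yeast for no effect and medium wells lacking yeast for full effect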
* = called active by the depositor; x = not tested or not shown.

SMILES	NALP3 yeast inh	UPR XBP1 act	NR3A LBD binder	CHOP UPR activ	tim10-1 inh	Mdm2-MdmX inh	TIM10 inh	APJ agonist	tim23-1 inh
CCC1Oc2ccccc2N(CC(=O)NCc2ccco2)C1=O (centres undefined)	16	-2	-1	0.1	3	7	-12	-1	0
COc1ccccc1N1CCN(C(c2ccccn2)c2nnnn2C2CCCCC2)CC1 (centres undefined)	-4	-2	0	2.5	23	29	21	-4	17
CCC(=O)C1CCCN(C(=O)c2ccc(OC)c(OC3CCN(C(C)=O)CC3)c2)C1 (centres undefined)	18	-2	2	1.8	4	11	0	-2	-7
S=C(NCc1ccccn1)Nc1ccc(Cl)cc1	5	1	2	0.7	12	-21	-14	-1	6
CN1CCCN(C(=O)c2cccc(Br)c2)CC1	13	-3	0	1.3	-3	14	15	-2	1
CSc1ncc(Cl)c(C(=O)Nc2ccccc2C)n1	5	-4	0	0.5	8	-13	3	-1	0
Cc1c(C(=O)NCc2ccco2)oc2c(Cl)cccc12	9	1	1	-0.1	9	21	5	-1	12
COc1ccc(CCN(C)c2ccc(S(=O)(=O)N3CCCC3)cc2[N+](=O)[O-])cc1OC	14	0	2	0.1	31	34	11	-4	18
CCOc1ccc(C(C)=O)cc1CN1c2ccc(S(N)(=O)=O)cc2CC1C (centres undefined)	-3	-2	-3	-0.7	-19	-2	13	-1	0
COc1ccc(C2C(C(=O)N3CCN(c4ccccn4)CC3)CCC(=O)N2c2ccc(OC)cc2)cc1 (centres undefined)	5	-4	-3	0.2	-2	24	2	-1	7
CCOC(=O)/C=c1\s/c(=C\c2ccc(C#N)cc2)c(=O)n1CC(=O)NCc1ccco1	-1	1	0	-1.2	31	-1	8	-5	-7
COc1ccc(/C=N/NC(=O)c2cc(C34CC5CC(CC(C5)C3)C4)[nH]n2)cc1O	2	2	-7	5.3	26	18	11	4	36
CCOC(=O)N1CCN(C(=O)CSc2nnc(Cn3c(=O)sc4ccccc43)n2C)CC1	1	0	0	1.0	6	-12	10	-2	9
Oc1ccc(Br)cc1-c1cc(-c2ccc(Cl)cc2)n[nH]1	21	6	42*	1.5	36	85*	16	3	15
CCCNC(=O)c1ccc2c(=O)c(O)c(-c3cccc(Br)c3)[nH]c2c1	17	1	-8	-0.8	-31	53*	-36	-1	-10
CC(=O)n1cc([C@H]2C=C(C(N)=O)O[C@@H](OCc3ccc(CO)cc3)C2)c2ccccc21	-11	-1	1	0.8	-28	20	-12	5	-11
O=C(NCCc1ccccc1)c1cccc2c1C(=O)N(C1CCCCC1)C2	12	2	-4	2.9	26	31	24	0	51*
O=C(O)c1ccccc1-n1c2ccccc2c2ccccc21	0	-7	x	1.2	1	16	15	-4	6
COc1ccc(OC)c(NC(=O)C(=O)NCc2ccncc2)c1	0	0	-1	1.6	9	-18	6	-3	-12
CCOc1ccc(NC(=O)C(C)NC(=O)c2ccccc2Cl)cc1S(=O)(=O)N1CCCC1 (centres undefined)	8	1	0	1.5	1	8	7	-4	-1
Cc1nn(-c2ccccc2)c(C)c1C=O	3	-3	0	-1.2	7	6	20	-1	18
CCOc1cc(C#N)ccc1OCC(=O)N1CCc2ccccc2C1	20	1	1	2.0	14	-10	9	-2	36
CC(NC(=O)COC(=O)CC(c1ccccc1)c1ccccc1)c1ccccc1 (centres undefined)	-14	-1	0	0.5	22	-16	16	-3	28
COc1ccc(C(=O)O)cc1S(N)(=O)=O	1	0	2	-1.6	12	-8	-12	-3	1
O=C(COC(=O)CNC(=O)C1CCCCC1)Nc1ccccc1	12	0	0	2.6	6	9	-4	-3	14
COc1cccc(-n2cc(CN(C)Cc3nc(Cc4ccccc4)no3)cn2)c1	25	-1	-22	-2.3	29	-9	6	-4	25
Cc1ccc(S(=O)(=O)N(C)C[C@@H]2Oc3ccc(NS(C)(=O)=O)cc3CC(=O)N([C@H](C)CO)C[C@@H]2C)cc1	-4	-1	2	3.6	-6	-18	9	-2	0
NC(=O)NCCN1CCN(c2ncc(C(F)(F)F)cc2Cl)CC1	12	-2	0	1.9	-3	-4	-5	-1	14
CC(=O)Nc1ccc(S(=O)(=O)N(C)CC(=O)OCC(=O)Nc2ccc3c(c2)OCO3)cc1	5	3	-2	-1.4	11	-13	1	-2	1
O=C(CN(C(=O)CCC(=O)Nc1ccccn1)c1ccc2c(c1)OCCO2)NCCc1ccccc1	18	-6	-3	2.0	-11	11	0	0	3
O=c1nc2s/c(=C\c3ccco3)c(=O)n2nc1Cc1ccccc1	4	-6	2	-0.5	63*	-12	63*	-4	65*
C[C@H]1COC(=O)[C@@H](Cc2ccc(F)cc2)C/C=C\C[C@H](CC(=O)NCCO)C(=O)N1	15	-1	-3	-0.8	-1	-24	4	-3	-1
Cc1ccc(-c2noc(CSc3nnc(Cc4cccs4)n3-c3ccccc3)n2)cc1	4	-3	-1	-0.4	14	-3	19	-2	21
C/C(=N\Nc1cccc(C(=O)O)c1)c1cc2ccccc2o1	-14	-1	-2	-1.2	22	4	0	-1	5
CC(C)Cn1c(N)c(C(=O)COC(=O)c2ccccc2F)c(=O)n(C)c1=O	6	1	9	-1.0	0	-29	6	-4	5
CCn1c2ccc(C)cc2c2n[nH]c(=S)nc21	20	1	0	-2.4	28	35	5	-4	27
Cc1ccccc1NC(=S)N1CCN(c2ccccc2C)CC1	7	-3	-3	-0.8	19	14	-5	-1	31
CCOC(=O)N1CCC(NC(=O)c2cc(C(=O)Nc3cccc(OC)c3)ccc2CO)CC1	-2	-2	-1	-2.2	-4	3	18	2	5
CC1=CC(C)(C)N(S(=O)(=O)c2ccc(C)cc2)c2ccc(C)cc21	36	15	-2	-1.4	-4	54*	13	-1	17
Cc1nn(CC(=O)Nc2ccc(S(=O)(=O)N(C)C)cc2)c(C)c1[N+](=O)[O-]	10	-2	-2	0.2	4	17	-2	0	13
O=C(NCCc1ccccc1)C1(c2ccccc2)CCCC1	27	-4	1	1.0	4	10	-13	-7	10
CCOC(=O)c1ccc(COc2nc3ccccc3nc2-c2ccccc2NC(C)=O)o1	-4	0	-3	-0.1	6	16	-12	-2	6
CC(Sc1nc2ccccc2s1)C(=O)Nc1ccc2c(c1)OCO2 (centres undefined)	17	1	0	4.3	16	17	15	1	38
CC(Sc1nc(O)c(-c2ccccc2)c(=O)[nH]1)C(=O)Nc1ccc(Cl)cc1 (centres undefined)	18	-4	-5	0.5	8	2	1	-2	4
COc1ccc(CNC(=O)C2CCN(C(=O)N3CCOc4ccc(C)cc43)CC2)cc1	28	-2	-3	-0.4	6	19	-6	-2	6
CCOC(=O)C1=C(CC)Nc2ccccc2N/C1=N\S(=O)(=O)c1cc(Br)ccc1Br	-14	3	-5	-0.8	16	44	15	0	31
CCOC(=O)c1sc(NC(=O)CNCc2ccccn2)c(C(=O)OCC)c1C	16	6	-1	4.9	-10	44	-3	-5	0
COc1ccc(C(=O)NCCOc2ccccc2)cc1S(=O)(=O)N1CCOCC1	-1	-1	0	0.3	1	-16	0	-2	14
OCCN1CCN(C(=S)NC2CCCC2)CC1	-1	-1	-6	-2.8	0	11	-6	-3	-1
O=C(Cn1c(=O)c(=O)n(Cc2ccccc2)c2ccc(Cl)cc21)Nc1cccc(F)c1	0	0	4	2.0	1	23	12	-3	1
O=C(N=C1c2ccccc2CN1c1ccc(F)cc1)c1ccc(Cl)nc1	1	3	0	1.9	9	10	10	-4	32
Cn1cccc1/C=C1\SC(=S)N(NC(=O)c2ccccc2O)C1=O	14	-1	6	-1.1	-12	5	7	1	1
CCCCOc1ccc(C(=O)NNC(=O)c2cnccn2)cc1OC	13	-2	-2	0.0	15	45	8	-2	11
COCCN(CCOC)S(=O)(=O)c1ccc(/C(O)=C(\C#N)c2nc3ccccc3[nH]2)cc1	-10	-1	0	1.8	14	-8	12	-4	-1
COc1ccc(C(=O)NC(C)c2nnc(SCC(=O)NC3CCCCC3)n2C)cc1 (centres undefined)	4	-2	-2	-0.6	-14	-6	-26	0	-3
Cc1cccc(C)c1Nc1ncnc2ccccc12	6	-2	5	2.1	-3	-14	13	-1	-2
CCOC(=O)N1CCN(CC(O)COCc2ccc(OC)c(OC)c2)CC1 (centres undefined)	15	-4	-4	-3.8	-2	2	-9	-3	-2
O=C(O)CCCC(=O)Nc1ccc(OCc2nc3ccccc3s2)cc1	6	-1	4	5.7	13	1	-5	2	14
COc1ccc(-n2c(COc3cccc(C)c3)nnc2SCC(=O)NCc2ccco2)cc1	12	-2	1	0.0	21	-4	14	0	21
Cc1cc(C)cc(OCCCC(=O)O)c1	13	-3	0	-1.2	10	39	12	-4	16

The final 2 entries of the part above open the next one.
SMILES	NALP3 yeast inh	UPR XBP1 act	NR3A LBD binder	CHOP UPR activ	tim10-1 inh	Mdm2-MdmX inh	TIM10 inh	APJ agonist	tim23-1 inh
COc1ccc(-n2c(COc3cccc(C)c3)nnc2SCC(=O)NCc2ccco2)cc1	12	-2	1	0.0	21	-4	14	0	21
Cc1cc(C)cc(OCCCC(=O)O)c1	13	-3	0	-1.2	10	39	12	-4	16
O=C(CCCCCNC(=O)c1ccccc1Br)N=Nc1c(O)[nH]c2ccccc12	3	-4	3	0.4	9	10	1	-4	12
CCCOc1cc(C)c(Cl)cc1S(=O)(=O)N(CC)CC	-13	-3	-1	3.1	21	-26	5	-1	1
S=C(NCc1cccnc1)Nc1ccc(Cl)c(Cl)c1	3	1	-5	1.3	10	15	17	5	15
CCC1CCCCN1C(=O)C1CC(c2cc(Cl)c(OC)cc2OC)=NO1 (centres undefined)	1	-1	-1	-1.6	-16	-6	0	-6	25
C[C@H]1COC(=O)[C@@H](CC(=O)OC(C)(C)C)C/C=C\C[C@@H](CC(=O)N[C@H](CO)Cc2ccccc2)C(=O)N1	11	1	-4	1.7	-2	-11	5	1	-9
Cc1[nH][nH]c(=O)c1C=NCc1cccs1	5	0	-1	-0.3	-1	-23	9	-1	1
CCCCN(C(=O)CNC(=O)c1ccco1)C(C(=O)NC1CCCCC1)c1ccc(OC)cc1OC (centres undefined)	4	1	3	-3.4	10	29	5	1	7
COc1ccc(C2CC(=O)C(C3NCCc4ccccc43)=C(O)C2n2cncn2)cc1 (centres undefined)	-4	0	0	3.2	1	-14	6	3	10
C/C(=N/NC(=O)c1ccccn1)c1ccc(O)cc1	6	0	-4	4.1	-4	-31	-3	-5	0
Cc1cccc2c(=O)c(Br)c(C)n(Cc3ccccc3)c12	24	-2	0	1.1	0	8	5	-5	-10
CN(C)c1nc(C(=O)Nc2ccccc2)nc(N(C)C)n1	20	-1	0	4.1	-4	4	4	-1	-10

Entries listed above printed as active in TIM10 inh:
| compound | NALP3 yeast inh | NR3A LBD binder | Mdm2-MdmX inh | TIM10 inh | APJ agonist |
| --- | --- | --- | --- | --- | --- |
| O=c1nc2s/c(=C\c3ccco3)c(=O)n2nc1Cc1ccccc1 | 4 | 2 | -12 | 63* | -4 |
